# Screening results as filed in PubChem.
# RECQ1 helicase = blocks DNA unwinding by human RECQ1; RECQ1 DNA unwinding, red fluorescence kinetic read; Potency, µM (doses to about 57.3 µM), for inactives: at the top dose activity, negative = inhibition, actives largely listed as inhibitors; 240,000 tested, 0.54% active; AID 2549;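 further: plate controls were vehicle for no effect and no enzyme for full effect; nearly all actives have a fitted effect of over 30% in size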
#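 50 nM RECQ1T1 preincubated 15 min with compound in Tris pH 8.0 buffer with MgCl2, DTT, Tween-20 and 2.5 ug/ml poly(dI-dC); started with 200 nM TAMRA/BHQ-2 forked duplex and 2 mM ATP. Unwinding read as fluorescence (525/598 nm), two reads 2 h apart.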
# Lamin A splicing = LMNA splicing modulation; HeLa LMNA splicing GFP/RFP minigene ratio, 48 h; Potency, µM (highest dose often 46.1 µM), without a hit: at the top dose ratio change, negative = inhibition, most hits filed as inhibitors; 200,000 tested, 0.01% active; AID 1487; active means well fitted inhibition curve with a large enough effect in the signal ratio, with a control signal flat, not every such curve was filed as active; inconclusive means small, poorly fitted or top-dose-only effect, or effect the other way, or a change in a side signal; the % refers to the signal ratio; further: on the % scale 0 is the no-effect control and ±100 the full control effect
#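 S3 HeLa cells stably expressing lamin A-EGFP splicing minigene plus DsRed2, 600 cells/well, 48 h compound exposure at 37C. Laser-scanning cytometry; analysed as GFP (500-530 nm)/RFP (575-640 nm) total intensity ratio; 0.5% DMSO vehicle.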
# ALDH1A1 inh = ALDH1A1 (human) enzyme inhibition | AID 1030 | Purified ALDH1A1, NADH fluorescence, propionaldehyde substrate | 220,000 tested, 7.3% active | Potency, µM (highest dose often 75.3 µM), for inactives: at the highest dose activity, negative = inhibition, actives largely listed as inhibitors | P00352; active means well fitted inhibition curve with a large enough effect, not every such curve was filed as active; inconclusive means small, poorly fitted or top-dose-only effect, or another doubt; inactive means no such curve, though single readings can be large or run the other way;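 further: plate controls were no enzyme wells and a reference inhibitor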
# TRb SRC2 PPI = inhibitors of human thyroid hormone receptor beta-SRC2 interaction. TRbeta-SRC2 peptide binding, fluorescence polarization; receptor liganded with 1 µM T3. Potency, µM (series often up to 106 µM), without a hit: top-dose activity change, negative = inhibition, hits mostly inhibitors. P10828. 280,000 tested, 0.065% active. AID 1469;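 further: plate controls were bound peptide for no effect and peptide without receptor for full effect; nearly all actives have a fitted effect of over 50% in size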
# Target sequence (P10828 whole entry, looked up): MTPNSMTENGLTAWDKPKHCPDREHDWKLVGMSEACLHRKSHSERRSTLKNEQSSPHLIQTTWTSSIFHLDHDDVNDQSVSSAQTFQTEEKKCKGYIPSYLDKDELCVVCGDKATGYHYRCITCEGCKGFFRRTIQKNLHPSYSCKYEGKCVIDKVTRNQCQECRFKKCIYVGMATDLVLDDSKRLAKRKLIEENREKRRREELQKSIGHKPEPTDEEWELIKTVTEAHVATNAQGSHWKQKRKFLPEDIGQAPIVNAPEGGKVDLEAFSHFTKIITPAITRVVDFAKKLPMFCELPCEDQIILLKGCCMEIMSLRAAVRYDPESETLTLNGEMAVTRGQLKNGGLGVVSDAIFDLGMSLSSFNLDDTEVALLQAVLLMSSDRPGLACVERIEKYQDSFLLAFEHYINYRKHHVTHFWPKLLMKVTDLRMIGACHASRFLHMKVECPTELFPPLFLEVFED
#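 Human TRb ligand-binding domain (0.6 uM) is mixed with 20 nM Texas Red SRC2 peptide and 1 uM T3; after compound addition and 5 hr at ambient temperature, polarization is measured and normalized to unbound and bound controls.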
# KDM4E inh = JMJD2E (human) inhibition. B2RXH2. JMJD2E catalytic domain, FDH-coupled NADH fluorescence (FDH is formaldehyde dehydrogenase). Potency, µM (top dose mostly 57.1 µM), inactives show at the highest dose activity change, negative = inhibition, actives largely listed as inhibitors. 230,000 tested, 1.6% active. AID 2147; active means well fitted inhibition curve with a large enough effect, not every such curve was filed as active; inconclusive means small, poorly fitted or top-dose-only effect, or another doubt; inactive means no such curve, though single readings can be large or run the other way;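 further: 0% = wells with enzyme and -100% = buffer wells without enzyme; nearly all actives have a fitted effect of over 50% in size; many of its hits are not listed in these tables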
# SMN2 splice up = SMN2 splice variant enhancement; HEK293 SMN2-luciferase splicing reporter, luminescence, 30-36 h; Potency, µM (titrated, usually from 46.1 µM), inactives show at the top dose activity change, positive = activation, most hits filed as activators; 210,000 tested, 2.8% active; AID 1458; further: % of control where 0% means no effect; nearly all actives have a fitted effect of over 55% in size
#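 HEK293 cells carry an SMN2 […]–luciferase reporter in which exon 7 inclusion puts luciferase in frame. Cells were plated 10-12 h before compound addition, then incubated 30-36 h at 37C. ONE-Glo luminescence was read; sodium butyrate at 4.5 mM final served as control.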
# TexasRed fluor = alters Texas Red total fluorescence, flagging assay interference; 280,000 tested, 0.29% active; TRb/SRC2 Texas Red total fluorescence interference; Potency, µM (highest dose often 106 µM), without a hit: at the top dose fluorescence change, negative = quenching; active means well fitted curve in either direction with a large enough effect; inconclusive means small, poorly fitted or top-dose-only effect; further: on the % scale 0 is the no-effect control and ±100 the full control effect
#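 Human TRβ ligand-binding domain (0.6 uM) and Texas Red SRC2 peptide (20 nM) in Tris buffer with 1 uM T3 and 5% DMSO were incubated with pinned compound for 5 hr at ambient temperature. Total fluorescence was computed as S + 2P (555/632 nm).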
# GoLoco inh red = inhibitors of human Gai1-RGS12 GoLoco interaction (red fluorophore); P63096; Gai1:RGS12 GoLoco peptide FP, rhodamine, 10 min; Potency, µM (series often up to 61.6 µM), for inactives: at the top dose activity, negative = inhibition, actives largely listed as inhibitors; 230,000 tested, 0.44% active; active means well fitted inhibition curve with a large enough effect, not every such curve was filed as active; inactive means no such curve, though single readings can be large or run the other way; further: on the % scale 0 is the no-effect control and ±100 the full control effect; nearly all actives have a fitted effect of over 30% in size; many of its hits are not listed in these tables
# Target sequence (P63096 whole entry, looked up): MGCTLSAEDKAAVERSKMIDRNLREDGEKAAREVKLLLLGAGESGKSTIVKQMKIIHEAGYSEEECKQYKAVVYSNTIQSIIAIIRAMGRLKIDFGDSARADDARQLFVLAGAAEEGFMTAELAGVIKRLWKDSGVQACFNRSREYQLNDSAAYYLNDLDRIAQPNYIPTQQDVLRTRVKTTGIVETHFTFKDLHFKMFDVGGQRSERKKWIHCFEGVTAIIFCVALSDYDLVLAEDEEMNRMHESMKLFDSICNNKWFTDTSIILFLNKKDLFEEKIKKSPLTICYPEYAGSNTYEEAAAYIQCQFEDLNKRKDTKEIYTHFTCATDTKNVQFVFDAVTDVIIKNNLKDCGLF
# An asterisk follows results filed as active; i = inactive; ? = inconclusive; / = no result given; & = joins results of further samples; [ ] = remark or other dose. Unless noted, the call rests on the fitted dose curve; in most records, active means well fitted curve in the direction sought with a large enough effect; inconclusive means small, poorly fitted or top-dose-only effect, or another doubt; inactive means no such curve, though single readings can be large; an effect the other way counts as inactive or inconclusive. Potency means the concentration at half of the fitted maximal effect. This is a subset; count on the stated rates, not on these rows.
SMILES,RECQ1 helicase,Lamin A splicing,ALDH1A1 inh,TRb SRC2 PPI,KDM4E inh,SMN2 splice up,TexasRed fluor,GoLoco inh red
CCC(=O)Nc1ccc(C(=O)N2CCN(C(=O)c3ccco3)CC2)cc1,i,22%[46 µM],-12%,0%,3%,-4%,-2%,14%
O=CNC(=O)c1ccccc1C(=O)O,i,8%,13%,-21%,4%,1%,-1%,-5%
O=S(=O)(CC(CN1CCOCC1)N1CCOCC1)c1ccccc1 (configuration not stated),-1%,16%[46 µM],-5%,-4%,7%,1%,0%,6%
CCCCNC(=O)Nc1c(C(=O)OC)[nH]c2ccc(C)cc12,-3%,-19%,?,8%,?,-9%,-1%,-2%
C[C@H](N)CCCP(=O)(O)O,9%,/,?,-3%,/,7%,-2%,-10%
Cc1cc(C)[n+]2n1C(=O)C(c1ccccc1)=C2[O-],-10%&-2%,6%[46 µM],-1%&9%,0%&2%,2%&5%,12%&4%,-3%&-1%,7%&11%
CCOC(=O)c1cn[nH]c1C(F)(F)F,i,/,/,0%,12%,/,-2%,0%
Cc1ccc(C)n1-c1ccc(-c2ccn[nH]2)cc1,-3%,-1%[46 µM],?,-10%,-26%,13µM*,-1%,29%
CC1CC2(C)Oc3ccccc3C3OCC1(COC(=O)Nc1ccccc1)C(C)C32 (configuration not stated),i,/,-2%,-2%,-1%,/,0%,1%
CN(Cc1cccnc1)C(=O)CNC(=O)c1ccc(Cl)cc1Cl,-3%,2%[46 µM],4%,12%,-4%,16%,1%,-1%
O=C(CNCc1cccs1)Nc1ccc(S(=O)(=O)N2CCCCC2)cc1,3%,1%[9.22 µM],?,4%,?,12%,-3%,-7%
CC(C)(CO)CNC(=O)CC1C(=O)NCCN1CC(c1ccccc1)c1ccccc1 (configuration not stated),-11%,-2%[46 µM],?,-3%,?,/,4%,-31%
Cc1ccc(C(=O)Oc2cc(C)[nH]c(=O)c2[N+](=O)[O-])cc1,18%,/,3%,-4%,-3%,-33%[inhibitor],2%,-11%
CCOC(=O)c1ccc(NC(=O)c2ccccc2[N+](=O)[O-])cc1,-2%,?,?,4%,1%,18µM*,-2%,-3%
O=c1c(Cc2ccc(F)cc2)c(O)ccn1Cc1ccc(F)cc1,17%,/,?,-6%,-9%,-10%,-8%,7%
COc1ccc(OC)c2c(=S)c3ccccc3[nH]c12,-3%,/,1.6µM*,-4%,?,/,?,3%
COc1ccc(-c2csc(NC(=O)CSc3ncn[nH]3)n2)cc1OC,-4%,?,6%,1%,-1%,-29%,-3%,10%
COc1cccc(NC(=O)Cn2nc(Cc3cccnc3)c3ccccc3c2=O)c1,-3%,3%,6%,-18%,-10%,-7%,-1%,2%
CCN(CC#CCC1(O)c2ccccc2-c2ccccc21)C(C)C,7%,8%,0%,-9%,10%,3%,1%,-6%
CSc1ccccc1NC(=O)COC(=O)Cc1cccs1,i,1%[46 µM],8%,1%,1%,2%,-1%,10%
Cc1ccc(S(=O)(=O)NCCC(=O)NCc2ccco2)cc1,-8%,-2%,?,0%,0%,-4%,-1%,-4%
O=S(=O)(Nc1ccc2ccccc2n1)c1ccc2c(c1)CCO2,-2%,/,-5%,5%,-27%,/,-3%,2%
S=C(NCc1cccs1)NCC1CCCO1 (configuration not stated),i,/,-15%,-7%,0%,15%,-1%,3%
Cc1noc(C)c1-c1ccc2ncnc(N3CCOCC3)c2c1,-7%,10µM*,-13%,/,/,/,/,6%
CN(C)c1ccc(N=Nc2ccccc2C(=O)OCC(=O)Nc2ccccc2C(F)(F)F)cc1,-7%,-5%,3%,0%,0%,26%,0%,2%
C/C(=N\N1CCN(Cc2ccc(C)cc2)CC1)c1ccco1,-2%,-6%,2%,0%,34%[activator],-16%,-3%,10%
COc1ccccc1CN1C[C@@H]2C[C@@H](c3ccc(C)cc3)N3CCC[C@@]23C1=O,2%,2%[46 µM],5%,-2%,0%,/,1%,-1%
Cc1ccc(S(=O)(=O)NCCSc2nnc(N)s2)cc1,-10%,-10%,-15%,-13%,-8%,14%,-2%,16%
CCOC(=O)CNC(=O)Cn1cnc2ccc(S(=O)(=O)N3CCC(C)CC3)cc2c1=O,i,-3%,-11%,-5%,4%,/,2%,/
O=C(N/N=C/c1cccc(O)c1)c1ccccc1O,-10%,/,/,2%,-5%,/,-4%,-7%

# 14 entries from above, arranged by number of heavy atoms, rising.
SMILES,RECQ1 helicase,Lamin A splicing,ALDH1A1 inh,TRb SRC2 PPI,KDM4E inh,SMN2 splice up,TexasRed fluor,GoLoco inh red
C[C@H](N)CCCP(=O)(O)O,9%,/,?,-3%,/,7%,-2%,-10%
O=CNC(=O)c1ccccc1C(=O)O,i,8%,13%,-21%,4%,1%,-1%,-5%
S=C(NCc1cccs1)NCC1CCCO1 (configuration not stated),i,/,-15%,-7%,0%,15%,-1%,3%
Cc1cc(C)[n+]2n1C(=O)C(c1ccccc1)=C2[O-],-10%&-2%,6%[46 µM],-1%&9%,0%&2%,2%&5%,12%&4%,-3%&-1%,7%&11%
COc1ccc(OC)c2c(=S)c3ccccc3[nH]c12,-3%,/,1.6µM*,-4%,?,/,?,3%
Cc1ccc(S(=O)(=O)NCCSc2nnc(N)s2)cc1,-10%,-10%,-15%,-13%,-8%,14%,-2%,16%
Cc1ccc(C(=O)Oc2cc(C)[nH]c(=O)c2[N+](=O)[O-])cc1,18%,/,3%,-4%,-3%,-33%[inhibitor],2%,-11%
Cc1ccc(S(=O)(=O)NCCC(=O)NCc2ccco2)cc1,-8%,-2%,?,0%,0%,-4%,-1%,-4%
CCN(CC#CCC1(O)c2ccccc2-c2ccccc21)C(C)C,7%,8%,0%,-9%,10%,3%,1%,-6%
O=C(CNCc1cccs1)Nc1ccc(S(=O)(=O)N2CCCCC2)cc1,3%,1%[9.22 µM],?,4%,?,12%,-3%,-7%
COc1ccccc1CN1C[C@@H]2C[C@@H](c3ccc(C)cc3)N3CCC[C@@]23C1=O,2%,2%[46 µM],5%,-2%,0%,/,1%,-1%
CC1CC2(C)Oc3ccccc3C3OCC1(COC(=O)Nc1ccccc1)C(C)C32 (configuration not stated),i,/,-2%,-2%,-1%,/,0%,1%
CCOC(=O)CNC(=O)Cn1cnc2ccc(S(=O)(=O)N3CCC(C)CC3)cc2c1=O,i,-3%,-11%,-5%,4%,/,2%,/
CN(C)c1ccc(N=Nc2ccccc2C(=O)OCC(=O)Nc2ccccc2C(F)(F)F)cc1,-7%,-5%,3%,0%,0%,26%,0%,2%

# The listing picks up with the two entries that preceded the break.
SMILES,RECQ1 helicase,Lamin A splicing,ALDH1A1 inh,TRb SRC2 PPI,KDM4E inh,SMN2 splice up,TexasRed fluor,GoLoco inh red
CCOC(=O)CNC(=O)Cn1cnc2ccc(S(=O)(=O)N3CCC(C)CC3)cc2c1=O,i,-3%,-11%,-5%,4%,/,2%,/
O=C(N/N=C/c1cccc(O)c1)c1ccccc1O,-10%,/,/,2%,-5%,/,-4%,-7%
COc1ccc(NC(=S)NNc2ccc([N+](=O)[O-])cc2S(=O)(=O)Nc2ccc(C)cc2C)cc1,?,?,4µM*,-1%,?,-43%[inhibitor],1%,139%[activator]
COC(=O)[C@H](CC(C)C)NC(=O)Nc1ccc(F)cc1,-4%,/,-1%,-7%,11%,/,-2%,4%
COC(CN(C(=O)CCl)C(C(=O)NC1CCCCC1)c1ccccc1C)OC (configuration not stated),-11%,?,9%,-1%,13%,-16%[1.84 µM],2%,-3%
CCOC(=O)Cc1csc(NC(=O)CN2C(=O)c3ccccc3S2(=O)=O)n1,-5%,-9%,-3%,2%,4%,7%,-2%,-5%
CC1(OC(=O)C2CCCC2)C(=O)C=C2C=C(c3ccsc3)N(Cc3ccco3)C=C2C1=O (configuration not stated),-24%[11.5 µM],?,3.5µM*,0%[11.2 µM],?,-7%[9.22 µM],1%[11.2 µM],20%[14.2 µM]
Cc1cccc(NC(=O)c2cccc(C(F)(F)F)c2)c1,i,-16%[46 µM],5%,-2%,2%,14%,1%,-1%
N/N=C1\CCCc2nonc21,-1%,?,-10%,-10%,-3%,/,-1%,6%
Cc1cccc(NC(=O)CCn2ccnc2C)c1,3%,4%,?,10%,-1%,18%,-1%,0%
COc1ccc(CCN(Cc2cc3cc(C)ccc3[nH]c2=O)C(=O)N2CCCC2)cc1OC,-8%,-1%,?,-3%,?,-8%,-4%,-13%
NC(=O)/C(=C\c1ccccc1)NC(=O)c1ccc(NC(=O)c2ccccc2)cc1,i,/,-16%,3%,?,/,-1%,-4%
CCOc1ccc(C(CCc2ccccc2)NC(=O)c2ccc(OC)c(OC)c2)cc1OCC (configuration not stated),-4%,?,-7%,8%,3%,-7%,2%,12%
CS/C(N)=N/N=C/c1cc(Br)cc(Br)c1O,-8%,/,/,0%,?,/,-3%,7%
C=CCOc1ccc(C2C(C(=O)c3ccco3)=C(O)C(=O)N2c2nnc(C)s2)cc1 (configuration not stated),i,/,?,7%,1%,14%,-1%,35%[activator]
COc1ccccc1OCCC(=O)OCC(=O)c1c(N)n(C)c(=O)n(C)c1=O,0%,/,?,-4%,-3%,19%,0%,-7%
C=CCN1c2ccccc2[C@]23C[C@@H](C(=O)OC)N(S(=O)(=O)c4ccc([N+](=O)[O-])cc4)C2=NC(C(=O)OC)=C(C(=O)OC)[C@H]13,-5%[11.5 µM],9%[9.22 µM],-3%[13.5 µM],3%[11.2 µM],3%[11.4 µM],7%[9.22 µM],2%[11.2 µM],-19%[14.2 µM]
O=C(NC1(C(F)(F)F)NC(=O)N(Cc2ccco2)C1=O)c1cccnc1 (configuration not stated),-16%,-3%,-1%,-8%,3%,4%,1%,0%
